Ecoli tolC: growth inhibitors of E. coli BW25113 tolC mutant | AID 573 | growth inhibition, % at 10 µM (by protocol) | OD615 | 2.2% of 65,000 active;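 active = growth inhibition at or above a cutoff equal to the mean over every tested compound plus 3 SD, cut at about 60% in these data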;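 also: growth measured after 20 h incubation at 37 °C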
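Test system: E. coli BW25113 ΔtolC::kan bacteria; incubation: 37 °C, 20 h exposure; medium: LB broth supplemented with 50 µg/mL kanamycin; read-out basis: percent growth inhibition; signal: A615 absorbance measurement; compound: 10 µM final, single dose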
ROCK2 blocker: inhibitors of human Rho kinase 2 | O75116 | purified ROCK2, Kinase-Glo ATP depletion luminescence | inhibition, % at 6 µM | 0.35% of 60,000 active;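 active = inhibition above the screen-wide mean inhibition plus 3 SD, cut at about 18% in these data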;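 also: plate controls were DMSO wells for no effect and Y-27632 control wells after no-enzyme background subtraction for full effect; many of its hits are not listed in these tables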
Target sequence (O75116 whole entry, looked up): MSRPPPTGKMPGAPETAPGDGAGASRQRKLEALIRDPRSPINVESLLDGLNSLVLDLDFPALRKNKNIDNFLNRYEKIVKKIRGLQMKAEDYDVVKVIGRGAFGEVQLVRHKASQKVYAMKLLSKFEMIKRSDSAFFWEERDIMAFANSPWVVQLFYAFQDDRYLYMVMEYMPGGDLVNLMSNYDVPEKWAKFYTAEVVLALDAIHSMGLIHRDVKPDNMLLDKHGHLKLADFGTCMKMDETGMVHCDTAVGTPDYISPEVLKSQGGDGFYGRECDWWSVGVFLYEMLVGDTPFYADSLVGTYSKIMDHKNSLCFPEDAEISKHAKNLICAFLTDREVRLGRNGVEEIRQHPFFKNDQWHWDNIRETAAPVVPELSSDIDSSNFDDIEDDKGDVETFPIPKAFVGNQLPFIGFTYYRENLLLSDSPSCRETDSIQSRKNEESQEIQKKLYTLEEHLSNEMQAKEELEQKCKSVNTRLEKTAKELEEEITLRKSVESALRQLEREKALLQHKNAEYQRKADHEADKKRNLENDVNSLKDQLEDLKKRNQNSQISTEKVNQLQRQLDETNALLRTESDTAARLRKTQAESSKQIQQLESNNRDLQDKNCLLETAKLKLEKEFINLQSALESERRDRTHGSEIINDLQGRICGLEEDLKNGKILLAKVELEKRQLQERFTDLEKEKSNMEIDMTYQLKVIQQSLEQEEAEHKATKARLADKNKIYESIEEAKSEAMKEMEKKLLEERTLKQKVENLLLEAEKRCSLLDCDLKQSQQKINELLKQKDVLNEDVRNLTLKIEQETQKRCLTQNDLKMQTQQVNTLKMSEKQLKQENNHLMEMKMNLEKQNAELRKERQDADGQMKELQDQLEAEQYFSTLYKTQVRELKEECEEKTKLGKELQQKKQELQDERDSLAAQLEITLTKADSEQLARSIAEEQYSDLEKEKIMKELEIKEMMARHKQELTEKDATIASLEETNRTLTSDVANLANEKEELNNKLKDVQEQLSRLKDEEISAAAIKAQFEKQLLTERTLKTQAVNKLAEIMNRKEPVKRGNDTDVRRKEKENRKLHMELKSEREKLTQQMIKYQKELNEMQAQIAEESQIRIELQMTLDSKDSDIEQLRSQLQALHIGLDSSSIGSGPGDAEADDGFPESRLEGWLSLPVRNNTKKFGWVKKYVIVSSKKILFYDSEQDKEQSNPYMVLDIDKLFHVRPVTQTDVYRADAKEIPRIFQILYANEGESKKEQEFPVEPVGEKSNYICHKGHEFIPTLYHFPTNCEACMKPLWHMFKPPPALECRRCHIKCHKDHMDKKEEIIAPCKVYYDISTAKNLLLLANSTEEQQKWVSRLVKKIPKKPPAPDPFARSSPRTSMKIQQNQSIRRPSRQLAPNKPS
JNK3 inh: blocks human JNK3 kinase activity. P53779. purified JNK3 kinase activity, HTS. inhibition, % at 8 µM. 0.61% of 60,000 active. AID 746; in the data active = inhibition above about 17%;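 also: 0% = DMSO and 100% = reference inhibitor; many of its hits are not listed in these tables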
Fluor 339 460: intrinsic fluorescence of library compounds, ex339/em460 – biochemical, MLSMR library, data from DPM-DC assay, artefact control, profiling panel; 5.5% of 65,000 active; compound autofluorescence, ex339/em460 nm, NADH buffer; stronger effect = higher value; 1 = no-compound wells, NADH background; fluorescence fold increase at 10 µM;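 active = at 10 µM, mean starting fluorescence two-fold or more over control wells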;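 also: signal is the first read of a kinetic run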
PKA kinase inh: blocks human protein kinase A activity | PKA Kemptide phosphorylation, Kinase-Glo ATP luminescence | inhibition, % at 6 µM | P17612 | 0.1% of 65,000 active;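 active = inhibition above the screen-wide mean inhibition plus 3 SD, cut at about 21% in these data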; also: many of its hits are not listed in these tables
A340 absorber: compounds absorbing at 340 nm. compound absorbance at 340 nm, fold over control. AID 708. 65,000 tested, under 10 active. fold change at 10 µM;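 active = at 10 µM dose, initial 340 nm absorbance at least 2 fold that of control wells; inactive = change under 2 fold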;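 also: initial absorbance extrapolated from kinetic A340 decline of NADH oxidation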
NADH enzymes: blocks coupling enzymes of NAD/NADH assays; coupled PK/LDH NADH assays, four targets; AID 774; 0.02% of 65,000 active; IC50, µM (top dose mostly 10 µM), inactives show at the highest dose inhibition;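 active = single-dose screening hits from any of four coupled enzyme assays that gave an IC50 when retested across doses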;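 also: the DPM-DC format reads NADH fluorescence rather than 340 nm absorbance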
MMP13 inh: inhibitors of human MMP13; P45452; MMP-13 fTHP FRET cleavage, Mca fluorescence; inhibition, % at 4 µM; 0.07% of 65,000 active;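 active = inhibition above the mean of compound-free control plate wells plus 3 SD, cut at about 14% in these data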;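 also: 0% = DMSO wells and 100% = wells with reference MMP-13 inhibitor after basal subtraction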
HEK293 NFkB inh: inhibitors of the PMA/ionomycin-induced NF-kB reporter in HEK293 cells | HEK-293 NF-kB luciferase reporter, luminescence | inhibition, % at 3 µM | 0.21% of 62,000 active | AID 465;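 active = inhibition above the mean of all tested compounds plus 3 SD, cut at about 40% in these data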;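 also: 0% = stimulated DMSO wells and 100% = 10 µM reference inhibitor 5653914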
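Reagent: PMA plus ionomycin mix as NF-kB-activating stimulus. Assay system: NF-kB luciferase reporter HEK-293 cells. Technique: luminescence from luciferase substrate reagent. Incubation: 1 h compound pre-incubation, 16 h PMA/ionomycin at 37 °C. Benchmarks: DMSO only as uninhibited control, 10 µM reference inhibitor as full inhibition. Repeats: tested once.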
An asterisk follows results filed as active; . = not tested or not shown; [ ] = another dose, or the depositor's remark. These rows are one share of the data; the hit share may differ from the screen's.

SMILES	Ecoli tolC	ROCK2 blocker	JNK3 inh	Fluor 339 460	PKA kinase inh	A340 absorber	NADH enzymes	MMP13 inh	HEK293 NFkB inh
CC1CCCCN1c1nnc(N)s1 (stereo unspecified)	-7	-2	0	1.1	8	1	4%	2	25
CS(=O)(=O)N1CCC(C(=O)Nc2ccccc2Sc2ccccc2)CC1	0	6	-2	1.1	3	1.1	9%	-3	27
Cc1ccc(C)c(NC(=O)Cn2nnc(C(=O)Nc3c(C)cccc3C)c2N)c1	23	8	-1	1.1	14	0.99	5%	3	16
CN(C)C(=O)N1CCCC(C(=O)NCc2ccc(F)cc2Cl)C1 (stereo unspecified)	-10	-2	-3	0.99	-5	0.99	9%	7	4
O=C(OCC(=O)N1CCN(C(=O)c2ccco2)CC1)c1cc(=O)c2ccccc2o1	-11	5	3	1.1	12	1	5%	-4	3
Cc1ccccc1CSc1nnc(C)n1N	-3	5	-6	1.1	8	1	4%	0	18
CC(C)CC(=O)Nc1nnn(C)n1	-37	10	6	1.1	2	1	3%	-1	8
Clc1cccc(Cl)c1Cn1cnc(=NCc2ccco2)c2[nH]cnc21	.	-1	3	1	-9	1	4%	10	3
COC1CCCCC1NS(=O)(=O)c1ccc(Cl)cc1 (stereo unspecified)	-6	-2	2	1.1	5	1	2%	5	7
CN1C(=O)CC(N2CCC(c3nc4ccccc4[nH]3)CC2)C1=O (stereo unspecified)	-11	3	-5	1.1	11	1	2%	-4	-2
O=C(OCc1cc2ccccc2[nH]c1=O)c1ccccc1	-2	4	16	1.2	8	1.1	0%	-9	11
Cc1ccc(C2C(C#N)=C(N)Oc3c2oc(CO)cc3=O)o1 (stereo unspecified)	-5	4	-11	1.1	11	1	3%	0	8
FC(F)(F)c1cccc(N2CCN(Cc3ccoc3)CC2)c1	-5	5	-3	1.1	4	1.1	21%	-2	2
CCOC(=O)c1ccc(NC(=O)CCc2nc(-c3ccc(C)cc3)no2)cc1	29	-2	2	1	1	0.99	2%	4	5
CCN(CC)S(=O)(=O)c1ccc(Cl)c(C(=O)Nc2nnc(C)s2)c1	9	5	1	0.99	9	1	5%	3	7
O=C(NCCCN1CCOCC1)c1cc2cc(Br)ccc2oc1=O	8	1	2	1.1	11	1.1	3%	2	9
COCCn1nnnc1C(C(C)C)N1CCOCC1 (stereo unspecified)	-5	5	0	1.1	14	1	0%	4	5
CCOC(=O)C1C(=O)OC(C)(C)C1C(C)C(=O)c1ccc(OC)cc1 (stereo unspecified)	-5	11	-1	1.1	9	0.99	2%	2	8
CCC(=O)c1ccc(OCC(=O)Nc2nn3cnnc3s2)cc1	18	.	.	1.1	0	1	4%	0	8
CCS(=O)(=O)N1CCN(C(=O)c2cc(OC)cc(OC)c2)CC1	8	0	8	0.9	-2	0.98	10%	-8	11
COc1ccc(S(=O)(=O)N(C)c2ccc(C(=O)N3CCC(C(N)=O)CC3)cc2)cc1	-9	4	-4	1	0	1	5%	0	8
CC(C)CN(CC(C)C)S(=O)(=O)N1CCC(C(=O)NCCN2CCOCC2)CC1	-13	6	5	1.1	6	1	5%	-2	7
O=C(CSc1n[nH]c(=O)n1C1CC1)Nc1cc(Cl)ccc1Oc1ccccc1	25	-9	7	1.1	12	1	5%	-1	14
COC(=O)CNC(=O)C12CC3(C)CC(C)(CC(C)(C3)C1)C2	5	4	-5	1.1	6	0.99	5%	-1	9
CCOCCCNC(=O)CCS(=O)(=O)Cc1ccc(C)cc1	-14	0	-3	1.1	3	1	6%	2	3

Next part (4 carried over from the part before).
SMILES	Ecoli tolC	ROCK2 blocker	JNK3 inh	Fluor 339 460	PKA kinase inh	A340 absorber	NADH enzymes	MMP13 inh	HEK293 NFkB inh
CC(C)CN(CC(C)C)S(=O)(=O)N1CCC(C(=O)NCCN2CCOCC2)CC1	-13	6	5	1.1	6	1	5%	-2	7
O=C(CSc1n[nH]c(=O)n1C1CC1)Nc1cc(Cl)ccc1Oc1ccccc1	25	-9	7	1.1	12	1	5%	-1	14
COC(=O)CNC(=O)C12CC3(C)CC(C)(CC(C)(C3)C1)C2	5	4	-5	1.1	6	0.99	5%	-1	9
CCOCCCNC(=O)CCS(=O)(=O)Cc1ccc(C)cc1	-14	0	-3	1.1	3	1	6%	2	3
N#Cc1c(N)nc2c(c1-c1ccco1)CCCCC2	21	9	32*	1.9	3	1.1	10%	-3	27
CCOc1cc(C(=O)N2CCN(c3ccc(C(C)=O)cc3)CC2)cc(OCC)c1OCC	5	-2	-3	1.3	-1	1.3	4%	-5	10
COc1ccc(NC(=O)c2cc(OC)c(OC)cc2OC)c(S(=O)(=O)N2CCOCC2)c1	2	.	.	1	9	1.1	3%	4	3
Cc1ccc(S(=O)(=O)Nc2ccccc2C(N)=O)cc1	2	-4	0	3.9*	-8	1.1	3%[fluoresces]	-19	21
COC(=O)c1c(-c2ccc(F)cc2)noc1N	0	-8	16	1	0	1	11%	-1	16
CN1CCN(Cc2c(O)c(Cl)cc3c(-c4ccccc4)cc(=O)oc23)CC1	4	-17	-1	1.6	-4	1.1	6%	-16	.
CN(C)CCC(=O)c1ccc(Cl)cc1	-5	6	-5	1.1	14	1	7%	3	4
CC(C)(C)n1nnnc1C(c1cccnc1)N1CCN(C2CCCCC2)CC1 (stereo unspecified)	-25	-9	-1	1.1	-10	1	1%	-1	17
Cc1cccn2c(=O)c3cc(C(=O)N4COCC4(C)C)n(C)c3nc12	3	7	6	5*	6	1.1	23%[fluoresces]	-68[fluorescence artefact?]	9
CCCc1nnc(NC(=O)Cn2c(=O)oc3ccccc32)s1	-5	-7	-3	1.1	-4	1	1%	5	9
O=C(Nc1ccc2sccc2c1)c1ccc(Cl)s1	-9	0	1	1.1	-6	1.1	4%	4	-60
COc1ccc(Cn2c(N)c(C#N)c3nc4ccccc4nc32)cc1OC	7	4	-1	1.9	6	1	2%[fluoresces]	-126[fluorescence artefact?]	.
Cc1ccc(S(=O)(=O)NCC(=O)N(CC(=O)NC2CCCC2)c2ccc3c(c2)OCCO3)cc1	3	6	1	0.95	11	0.98	11%	3	5
O=C(CSc1nnnn1-c1ccc2c(c1)OCCO2)OC1CCCCC1	56	0	-2	1.1	13	1	0%	3	14
CCOC(=O)C1CCCN(C(=O)CCC(=O)Nc2ccc3nc(N4CCOCC4)cc(C)c3c2)C1 (stereo unspecified)	4	8	-7	4.7*	10	1	9%[fluoresces]	-115[fluorescence artefact?]	-9
CCCC(C)NC(=O)c1ccc(F)cc1 (stereo unspecified)	-1	.	.	1.1	4	1	5%	-1	7
O=S(=O)(Nc1ccccn1)c1ccc(C2CCCCC2)cc1	7	6	-8	1.5	8	1	6%	-8	15
Cc1ccc(NC(=O)/C(CN(C)C)=N\O)cc1	-23	6	-3	1.1	5	1	4%	-1	7
CC1Cn2c(nnc2-c2cccc(Cl)c2)S1 (stereo unspecified)	-5	3	-1	1.3	3	1	13%	4	7
O=C(O)CCC(=O)c1ccc2c(c1)OCCO2	-4	2	1	1.1	6	1	3%	5	15
Oc1c(C(c2cccs2)N2CCOCC2)sc2ncnn12 (stereo unspecified)	-4	0	0	1.1	-5	1.1	4%	8	13
COC(=O)c1ccc(CSc2nc3c(c(=O)n2-c2ccc(F)cc2)SCC3)o1	19	.	.	1.1	10	1.1	6%	8	16
O=S(=O)(c1cccc2c(S(=O)(=O)N3CCCC3)cccc12)N1CCCC1	-4	-1	4	1.1	-1	1	2%	5	13
Cc1c(Cl)cccc1NC(=O)CSCc1cc(=O)[nH][nH]1	0	2	-14	1.1	-2	1	3%	-1	12
CC(C)CNC(=O)c1cccc(C(=O)NCC(C)C)c1	-1	3	3	1.1	12	1	3%	-2	15
The listing continues.
SMILES	Ecoli tolC	ROCK2 blocker	JNK3 inh	Fluor 339 460	PKA kinase inh	A340 absorber	NADH enzymes	MMP13 inh	HEK293 NFkB inh
N#Cc1c(F)cccc1N1CCOCC1	-4	5	1	3.1*	11	1	6%	-15	13
Cn1c(=O)c2c(nc(CN3CCOCC3)n2CCCc2ccccc2)n(C)c1=O	-14	.	.	1	6	0.99	3%	3	19
CCOc1ncccc1C(=O)OCc1ccc(C(=O)OC)o1	4	0	2	0.98	0	0.98	8%	4	-8
O=C(NCc1ccco1)c1ccccc1NC(=O)C1CC(=O)N(c2ccc(Cl)cc2)C1 (stereo unspecified)	6	4	-2	1.1	3	1	5%	-2	10
CCCc1nnc(NC(=O)c2cccc(OC)c2)s1	15	6	-1	1.1	12	1.1	3%	10	-30
CCc1nc(SCC(=O)Nc2ccnc3ccccc23)n[nH]1	0	6	-4	1.1	11	1	8%	2	8
CCOC(=O)c1[nH]c(COC(=O)CCCOc2ccccc2)c(C(=O)OCC)c1C	13	-6	3	1.2	0	1	6%	1	22

Reformatted: entries from further up
Values in the order – Ecoli tolC | ROCK2 blocker | JNK3 inh | Fluor 339 460 | PKA kinase inh | A340 absorber | NADH enzymes | MMP13 inh | HEK293 NFkB inh
- COc1ccc(S(=O)(=O)N(C)c2ccc(C(=O)N3CCC(C(N)=O)CC3)cc2)cc1
→ -9 | 4 | -4 | 1 | 0 | 1 | 5% | 0 | 8
- COC1CCCCC1NS(=O)(=O)c1ccc(Cl)cc1 (stereo unspecified)
→ -6 | -2 | 2 | 1.1 | 5 | 1 | 2% | 5 | 7
- O=C(O)CCC(=O)c1ccc2c(c1)OCCO2
→ -4 | 2 | 1 | 1.1 | 6 | 1 | 3% | 5 | 15
- COC(=O)c1c(-c2ccc(F)cc2)noc1N
→ 0 | -8 | 16 | 1 | 0 | 1 | 11% | -1 | 16

Compound profiles, from the list above. Screens in order: Ecoli tolC, ROCK2 blocker, JNK3 inh, Fluor 339 460, PKA kinase inh, A340 absorber, NADH enzymes, MMP13 inh, HEK293 NFkB inh
Shown for O=C(CSc1n[nH]c(=O)n1C1CC1)Nc1cc(Cl)ccc1Oc1ccccc1 : 25, -9, 7, 1.1, 12, 1, 5%, -1, 14
Shown for CCOC(=O)C1CCCN(C(=O)CCC(=O)Nc2ccc3nc(N4CCOCC4)cc(C)c3c2)C1 (stereo unspecified) : 4, 8, -7, 4.7*, 10, 1, 9%[fluoresces], -115[fluorescence artefact?], -9
